MLL CXXC-DNA inh: blocks binding of human MLL CXXC domain to DNA. Q03164. MLL-CXXC / FITC-HOXA9 DNA fluorescence polarization. Potency, µM (series often up to 115 µM), for inactives: top-dose activity change, negative = inhibition, actives largely listed as inhibitors. actives 0.037% (n = 290,000); active = well fitted inhibition curve with a large enough effect in the polarisation, with a control signal flat, not every such curve was filed as active; inconclusive = small, poorly fitted or top-dose-only effect, or effect the other way, or a change in a side signal; inactive = no such curve, though single readings can be large or run the other way; the % refers to the polarisation; also: potency is read from the fitted curve at half-maximal effect
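Fluorescence polarization: 7 uM MLL-CXXC (stock) preincubated 5 min with compounds, then 50 nM fluorescein-HOX-A9 DNA (stock) added; 30 min ambient. Buffer 50 mM Tris-HCl pH 7.5, 50 mM NaCl, 1 mM DTT, 0.05% BSA.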
Integrin act MD: integrin-mediated muscular dystrophy alleviation activation; alpha7betagal myoblasts, beta-gal FDG fluorescence, 48 h; Potency, µM (doses to about 38.3 µM), for inactives: at the top dose activation, hits mostly activators; actives 0.064% (n = 350,000);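 also: potency is read from the fitted curve at half-maximal effect; 100% = response of the positive control SU9516; nearly all actives have a fitted effect of over 60% in size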
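alpha7betagal+/- myoblasts (passage 13, 250/well) treated 48 h at 37C with compounds at 1:260 dilution of DMSO stock. Lysed, then beta-galactosidase activity read as FDG fluorescence (ex 480/em 540) after 30 min, with pre-read for autofluorescence.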
Menin MLL FP TR: inhibitors of human menin-MLL interaction, mutant MLL peptide; O00255; Menin + Texas Red MLL mutant peptide, fluorescence polarization; Potency, µM (doses to about 61.6 µM), without a hit: at the top dose FP activity change, negative = inhibition, usual class: inhibitors; actives 0.23% (n = 270,000); active = well fitted inhibition curve with a large enough effect in the polarisation, with a control signal flat, not every such curve was filed as active; inconclusive = small, poorly fitted or top-dose-only effect, or effect the other way, or a change in a side signal; inactive = no such curve, though single readings can be large or run the other way; the % refers to the polarisation; also: potency is read from the fitted curve at half-maximal effect; % of control where 0% means no effect; many of its hits are not listed in these tables
TSG101-PTAP inh: blocks PTAP/TSG101 interaction to inhibit HIV-1 budding | 340,000 tested, under 10 active | Fluorescence polarization, FITC-PTAP peptide / Tsg101 binding | Q99816 | Potency, µM (doses to about 115 µM), without a hit: at the top dose activity change, negative = inhibition, hits mostly inhibitors; active = well fitted inhibition curve with a large enough effect in the main read-out, with a control signal flat, not every such curve was filed as active; inconclusive = small, poorly fitted or top-dose-only effect, or effect the other way, or a change in a side signal; inactive = no such curve, though single readings can be large or run the other way; also: potency is read from the fitted curve at half-maximal effect; % of control where 0% means no effect
Target sequence (Q99816 whole entry, looked up): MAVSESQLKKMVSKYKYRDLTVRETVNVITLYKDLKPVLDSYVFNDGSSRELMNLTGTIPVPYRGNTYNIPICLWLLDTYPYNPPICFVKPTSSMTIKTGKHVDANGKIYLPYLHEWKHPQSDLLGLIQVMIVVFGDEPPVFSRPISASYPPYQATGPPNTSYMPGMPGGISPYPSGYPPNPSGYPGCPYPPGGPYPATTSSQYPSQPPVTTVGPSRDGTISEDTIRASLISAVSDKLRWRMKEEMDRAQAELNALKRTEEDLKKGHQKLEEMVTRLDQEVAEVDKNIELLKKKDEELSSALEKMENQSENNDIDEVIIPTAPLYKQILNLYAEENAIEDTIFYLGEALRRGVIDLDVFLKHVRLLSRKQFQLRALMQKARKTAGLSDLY
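Tsg101 binding domain (10 uM final) was mixed with compound and a FITC-labeled PTAP peptide (50 nM final) in HEPES pH 7.5 buffer with NaCl, Tween 20, EDTA and TCEP; fluorescence polarization was read after 20 min at r.t.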
TCR act: T cell receptor activation; primary human leukocytes, anti-CD3, IL-2 HTRF, 48 h; Potency, µM (highest dose often 9.22 µM), for inactives: at the highest dose activation of IL-2 secretion, hits mostly activators; 330,000 tested, under 10 active; also: % of control where 0% means no effect
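Compounds are tested in HTS on primary human leukocytes co-incubated with a-CD3 beads for 48 hr. IL-2 output is measured by time-resolved FRET.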
S-ASM inh: human S-ASM enzyme inhibition | P17405 | placental ASM, HMU-PC fluorogenic substrate, 60 min | Potency, µM (highest dose often 57.5 µM), for the others: at the top dose activity change, negative = inhibition, actives largely listed as inhibitors | actives 0.006% (n = 340,000); also: potency is read from the fitted curve at half-maximal effect
Target sequence (P17405 47-631 limits assumed): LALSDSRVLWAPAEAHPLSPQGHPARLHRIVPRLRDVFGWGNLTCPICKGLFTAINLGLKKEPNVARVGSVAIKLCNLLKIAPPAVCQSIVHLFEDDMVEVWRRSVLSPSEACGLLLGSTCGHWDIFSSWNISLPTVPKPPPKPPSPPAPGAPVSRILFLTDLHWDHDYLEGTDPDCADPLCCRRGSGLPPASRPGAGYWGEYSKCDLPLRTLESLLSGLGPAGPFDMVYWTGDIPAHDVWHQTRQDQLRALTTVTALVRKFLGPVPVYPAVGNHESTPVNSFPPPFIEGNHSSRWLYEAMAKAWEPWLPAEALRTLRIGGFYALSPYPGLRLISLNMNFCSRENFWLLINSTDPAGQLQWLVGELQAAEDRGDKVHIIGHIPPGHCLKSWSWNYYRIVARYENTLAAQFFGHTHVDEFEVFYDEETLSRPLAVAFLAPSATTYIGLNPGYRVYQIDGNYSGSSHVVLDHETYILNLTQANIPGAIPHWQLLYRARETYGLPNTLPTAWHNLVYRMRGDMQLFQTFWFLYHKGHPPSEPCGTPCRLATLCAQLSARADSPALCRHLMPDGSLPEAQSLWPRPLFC
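Human placenta-derived ASM enzyme was preincubated with compound for 10 minutes at room temperature, then given fluorogenic substrate HMU-PC0 (9 uM final) for 60 minutes at 37 °C; a pH 10 stop preceded fluorescence reading at Ex 386/Em 447 nm.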
Mito fusion act: inhibitors of mitochondrial division or activators of mitochondrial fusion. AID 485298. S. cerevisiae fusion-defective mutant growth rescue, CellTiterGlo 48 h. actives 0.23% (n = 320,000). Potency, µM (titrated, usually from 46.1 µM), for inactives: at the top dose growth rescue (activation), usual class: activators;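 also: potency is read from the fitted curve at half-maximal effect; % of control where 0% means no effect; nearly all actives have a fitted effect of over 45% in size; temperature-sensitive fusion mutants such as fzo1-1 at 37 °C on non-fermentable ethanol glycerol medium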
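Growth-rescue viability read-out: after 48 h at the non-permissive 37C in glycerol/ethanol YPEG, yeast mitochondrial fusion mutants are measured by CellTiterGlo luminescence; compounds (23 nl pinned per well) restoring growth score as division inhibitors or fusion activators.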
TSHR antag: antagonists of human thyroid stimulating hormone receptor; P16473; TSHR-expressing cells, TSH-stimulated cAMP HTRF, 2 h; hits give low values; activity change, negative = inhibition, % at 11.5 µM; actives 0.2% (n = 330,000);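 active = activity change below a set negative limit, meaning inhibition stronger than a set level, cut at about -70% in these data; inconclusive = activity change between two set negative limits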; also: % is scaled to controls: 0 for no effect and ±100 for the full control effect
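TSHR-expressing cells, 200/well, pre-treated with compound, then stimulated with EC80 TSH (4nM final) for 2 hours at 37 deg C. cAMP measured by competitive HTRF: anti-cAMP cryptate antibody in lysis buffer plus cAMP-d2, read after 30 minutes at room temperature.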
MBNL1-CUG inh: inhibitors of human MBNL1 binding to CUG repeat RNA; actives 0.036% (n = 280,000); AID 2675; TR-FRET MBNL1-His/biotin-(CUG)12 binding, 665/545 ratio; Potency, µM (highest dose often 57.5 µM), for the others: at the top dose activity change, negative = inhibition, most hits filed as inhibitors; Q9NR56; active = well fitted inhibition curve with a large enough effect in the signal ratio, with a control signal flat, not every such curve was filed as active; inconclusive = small, poorly fitted or top-dose-only effect, or effect the other way, or a change in a side signal; inactive = no such curve, though single readings can be large or run the other way; the % refers to the signal ratio; also: potency is read from the fitted curve at half-maximal effect; % is scaled to controls: 0 for no effect and ±100 for the full control effect
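TR-FRET readout: Ex 340 nm, 665/545 nm emission ratio, normalized to buffer-only (basal) and MBNL1-(CUG)12 controls. Complex of MBNL1-His with Biotin-(CUG)12, compounds 92 nM–58 uM, incubated 60 min at room temperature.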
AT treatment: candidate therapy for ataxia-telangiectasia; Potency, µM (highest dose often 57.5 µM), for the others: top-dose activation, usual class: activators; AID 485349; […] A-T fibroblasts, KAP-1 phosphorylation AlphaLISA; neocarzinostatin DNA damage 30 min before lysis; actives 0.19% (n = 320,000); also: potency is read from the fitted curve at half-maximal effect; % of control where 0% means no effect; nearly all actives have a fitted effect of over 45% in size
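ATM-like activity read as KAP-1 phosphorylation via AlphaLISA donor/acceptor antibody pairs after lysis and 6 hr at 25C. Cells were ATM-null patient fibroblasts ([…], hTERT), dosed 60 min, then exposed to the DSB inducer NCS for 30 min.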
The depositor's hits bear a star; ? = inconclusive; · = no result given; & = joins results of further samples; [ ] = dose if it differs, or a comment. Unless noted, calls follow the shape of the dose curve; as a rule, active = well fitted curve in the direction sought with a large enough effect; inconclusive = small, poorly fitted or top-dose-only effect, or another doubt; inactive = no such curve, though single readings can be large; an effect the other way counts as inactive or inconclusive. Not all compounds are listed; the hit share may differ from the screen's.

SMILES	MLL CXXC-DNA inh	Integrin act MD	Menin MLL FP TR	TSG101-PTAP inh	TCR act	S-ASM inh	Mito fusion act	TSHR antag	MBNL1-CUG inh	AT treatment
COc1ccc(C(O)c2ccccc2OP(=O)(N(C)C)N(C)C)cc1 (centres undefined)	3.6%	1.6%	-12.7%	0.6%	-3.7%[46.1 µM]	0.5%	-5.4%	-1.4	-22.2%	-3.9%
COc1cc(/C=C/C(=O)c2c(O)n(CCc3ccccc3)c(=O)[nH]c2=O)ccc1O	6.5%	0.0%	27.7%	16.6%	0.7%[46.1 µM]	-1.1%	2.9%	-20.8	-8.2%	-2.0%
Cc1ccsc1C(=O)C1CCCN(Cc2cnc(N3CCCC3)s2)C1 (centres undefined)	-3.7%	-15.9%	-9.5%	-4.1%	1.4%	-4.6%	-3.8%	26.4	-13.9%	-1.5%
O=C1NC(=O)N(c2ccc(F)cc2)C(=O)/C1=C/c1ccsc1	-8.5%	-33.9%	-2.4%	1.8%	2.5%	0.2%	-6.6%	9.6	-2.3%	7.3%
O=C1/C(=C\c2cc3c(cc2Cl)OCO3)N2CCC1CC2	?	-33.1%	-0.8%	-1.4%	4.4%	-3.8%	3.9%	-12.5	·	-12.3%
O=C1OC(c2ccc([N+](=O)[O-])cc2)=N/C1=C/N1CC2CC(C1)c1cccc(=O)n1C2 (centres undefined)	34.0%[activator]	11.3%	·	-1.5%	-11.3%	-0.6%	0.6%	-10.6	?	-9.0%
C[C@H]1C[C@@H](C)C(=O)[C@@H]([C@H](O)CC2CC(=O)NC(=O)C2)C1	19.4%	-39.3%	-4.3%	-4.6%	3.6%	-0.1%	-23.4%	8.4	-0.6%	·
Cc1cccc(C)c1OC(=O)Cc1ccccc1	5.2%	-18.6%	-30.0%	-0.7%	5.0%	1.5%	4.6%	9.3	-0.9%	4.3%
C[C@]12CCC3C(CC[C@H]4C[C@H](O)CC[C@]34C)C1C[C@H](O)[C@H]2O (some centres undefined)	·	-1.4%	·	0.4%	-7.9%	-0.3%	·	·	·	·
CC(C)CC(=O)Nc1ccc(C(=O)Cn2c(=O)oc3ccccc32)cc1	5.4%	5.2%	?	-5.4%	-4.1%	-2.6%	?	4.0	·	1.6%
CC12CN3CN(C1)CC(C)(C3)C2=NO	8.1%	-1.2%	-1.4%	-1.0%	1.2%[46.1 µM]	2.7%	-1.7%	-2.7	-12.0%	13.7%
C=CCN1CC[C@]23c4c5ccc(O)c4O[C@H]2C(=O)CC[C@@]3(O)[C@H]1C5	6.3%	·	1.0%&5.2%	4.6%&-0.6%	-1.5%&-3.8%	-4.5%&9.9%	14.3%&4.2%	22.4&14.7	-5.7%	29.1%&-3.4%
CC1N(C)c2cc(NC(=O)c3ccco3)c(P(=O)(Nc3ccc([N+](=O)[O-])cc3)N3CCOCC3)cc2C1(C)C (centres undefined)	-3.9%	-61.9%[inhibitor]	?	-1.0%	1.6%	-11.6%	-25.2%	-5.5	?	0.3%
O=P(Nc1ccccc1)(Nc1ccccc1)Oc1ccc(Cl)cc1	5.6%	-13.1%	13.1%	-4.9%	-1.2%	-5.5%	23.1%	4.2	-0.4%	2.4%
Cc1nn(Cc2ccccc2)c(Cl)c1C(=O)OC(C)C(=O)Nc1ccc(F)cc1Cl (centres undefined)	-4.3%	-11.2%	12.7%	1.2%	1.5%[46.1 µM]	-0.3%	-5.8%	-9.2	-4.7%	-12.1%
C#CC1(O)C=CC2C3CCC4=CC(=O)CCC4C3CCC21CC (centres undefined)	0.3%&-0.8%	-51.1%[inhibitor]	-22.2%&-4.9%	-1.2%	-4.0%	5.2%	-47.7%[inhibitor]	-11.2	-0.7%	-11.8%
CC(C)CCn1c(=O)c(C(=O)NCc2ccco2)c(O)c2ccccc21	-10.6%	2.6%	·	-0.4%	-2.3%	-5.1%	0.8%	0.8	4.9%	-7.0%
CC1C2Cc3ccc(O)cc3[C@]1(C)CCN2CCc1ccccc1 (some centres undefined)	·	·	·	-9.7%	1.5%	-3.9%	·	-5.7	·	4.4%
CC(C(=O)Nc1ccc(Cl)cc1Cl)N1CC=C(c2ccccc2)CC1 (centres undefined)	2.5%	-22.7%	-12.1%	3.2%	-4.0%[46.1 µM]	-5.6%	7.8%	19.0	-8.9%	4.9%
Oc1c(Br)cc(-c2ccccc2)cc1Br	·	-16.9%	·	-3.5%	0.0%	-4.4%	·	·	·	·
Cn1cc(C(=O)OCC(=O)Nc2ccccc2)c2ccccc21	·	-9.5%	·	-7.0%	-0.8%	-3.1%	-4.8%	-12.7	·	-5.0%
CN1C(=O)C(=Cc2cc([N+](=O)[O-])ccc2N2CCCCC2)C(=O)N(C)C1=O	10.4%	-6.3%	-2.4%	1.1%	-5.1%	-3.2%	-2.0%	5.2	7.6%	-0.8%
NCCc1ccc(S(N)(=O)=O)cc1	0.4%	20.5%	2.3%	-9.1%	5.8%	3.8%	0.2%	-4.3	-7.1%	3.6%
CCCCNC(=S)N(CCN(CC)CC)Cc1cc2cc3c(cc2[nH]c1=O)OCO3	20.0%	8.6%	?	0.4%	6.0%	37.1%	0.1%	27.0	6.1%	-7.9%
Fc1ccc2c(c1)nnn2C1CCN(Cc2nnnn2CCc2ccccc2)CC1	-3.5%	-10.4%	2.9%	-3.0%	-1.3%	-2.6%	4.2%	-11.2	-10.4%	7.8%

Carrying on.
SMILES	MLL CXXC-DNA inh	Integrin act MD	Menin MLL FP TR	TSG101-PTAP inh	TCR act	S-ASM inh	Mito fusion act	TSHR antag	MBNL1-CUG inh	AT treatment
CS(=O)(=O)NNP(=O)(NNS(C)(=O)=O)NC(=O)c1ccc(Br)cc1	1.3%	-12.1%	·	-0.9%	-1.6%	-3.9%	1.6%	3.6	·	3.1%
O=[N+]([O-])c1ccc2nc(CCCc3nc4ccc([N+](=O)[O-])cc4[nH]3)[nH]c2c1	-5.4%	-21.0%	15.0%	-2.6%	0.1%	-6.8%	0.6%	1.7	?	8.3%
CCOc1cc(-c2ccc(N)c(OCC)c2)ccc1N	?	0.2%	-7.4%	-27.8%	-6.0%	39.9%	2.4%	0.0	6.7%	8.3%
CCN(CC)S(=O)(=O)N1CCC(C(=O)N2CCC3(CC2)OCCO3)CC1	4.4%	-1.8%	-1.3%	-3.0%	0.5%	1.6%	0.2%	-1.8	-4.8%	2.2%
O=c1[nH]c(=S)[nH]c(O)c1N=Nc1ccc(S(=O)(=O)N2CCc3ccccc32)cc1	15.1%	-39.6%	?	2.1%	-8.4%	-23.5%	4.5%	-21.0	?	-8.3%
O=C(CSc1nnc2c3c4c(sc3ncn12)CCCC4)NCc1ccco1	31.8%[activator]	-16.2%	?	-7.5%	·	-1.2%	2.4%	-3.5	0.1%	0.8%
Cc1cc(OCC(=O)NC(Cc2ccc(Cl)cc2)C(=O)O)c2c3c(c(=O)oc2c1)CCCC3 (centres undefined)	-3.5%	-1.1%	20.0%	-4.2%	-3.9%	9.6%	-0.6%	-19.3	-2.3%	7.1%
CCCCCn1c(=O)c(C(=O)Nc2nc(CC(=O)OCC)cs2)c(O)c2ccccc21	17.8%	10.4%	·	1.4%	-0.6%	-2.8%	-0.8%	-4.4	·	-2.9%
CCS(=O)(=O)N1N=C(c2cccc(NS(C)(=O)=O)c2)CC1c1ccccc1 (centres undefined)	?	9.0%	?	?	·	0.1%	-1.4%	11.1	?	-2.8%
COc1ccc(CCNCc2sccc2C)cc1	-2.9%	7.5%	-28.7%	-1.5%	7.0%	1.8%	-2.8%	17.0	-18.7%	-1.4%
Nc1c(Br)cc([N+](=O)[O-])cc1[N+](=O)[O-]	·	·	·	1.1%	-12.5%	-1.7%	-13.9%	6.2	·	-1.4%
CCOC(=O)C1(c2ccccc2)CCN(CCC(=O)Nc2ccc(C(=O)OC)cc2)CC1	·	-33.3%	·	-4.0%	-2.0%	1.5%	-4.6%	-4.9	·	-2.7%
